# SIAE primary: human SIAE inhibition, primary screen | inhibition, % at 9.66 µM | actives 0.69% (n = 370,000) | SIAE FP-Rh probe binding, fluorescence polarization | Q9HAT2 | AID 1053197;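 active = inhibition above a cutoff: mean of compounds within the control limits plus 3 SD of those, cut at about 17% in these data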;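 note: 0% = plate median of compound wells and 100% = probe without SIAE protein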
# ADAM10 inh: ADAM10 inhibition, QFRET primary screen; actives 0.62% (n = 370,000); recombinant ADAM10, EDANS/DABCYL FRET peptide cleavage, 3 h; inhibition, % at 7 µM; O14672;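 active = inhibition above a per-campaign cutoff equal to the mean of compounds falling between control-based bounds plus 3 SD, cut at about 20% in these data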;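 note: 0% = DMSO wells while the 100% control is not disclosed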
# ASAP1 inh: inhibitors of human ASAP1 ArfGAP activity; Q9ULH1; ASAP1-stimulated ARF1 GTP hydrolysis, GDP FP detection; inhibition, % at 16.5 µM; actives 0.19% (n = 360,000); in the data active = inhibition above about 25%;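 note: 0% = vehicle with enzyme and substrate and 100% = no enzyme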
# PLC-gamma1 inh: blocks human PLC-gamma1 enzyme activity | AID 720700 | purified PLC-gamma1, fluorogenic substrate, fluorescence | actives 0.84% (n = 370,000) | inhibition, % at 12.2 µM; in the data active = inhibition above about 9.5%
# ADAM17 inh: inhibits human ADAM17; P78536; recombinant ADAM17, EDANS/DABCYL FRET peptide cleavage; inhibition, % at 6.95 µM; actives 0.83% (n = 370,000);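 active = inhibition above the mean of compounds lying between control limits plus 3 SD, set per campaign, cut at about 8.5% in these data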;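 note: 0% = DMSO-only wells as the low control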
# Target sequence (P78536 215-824 limits assumed): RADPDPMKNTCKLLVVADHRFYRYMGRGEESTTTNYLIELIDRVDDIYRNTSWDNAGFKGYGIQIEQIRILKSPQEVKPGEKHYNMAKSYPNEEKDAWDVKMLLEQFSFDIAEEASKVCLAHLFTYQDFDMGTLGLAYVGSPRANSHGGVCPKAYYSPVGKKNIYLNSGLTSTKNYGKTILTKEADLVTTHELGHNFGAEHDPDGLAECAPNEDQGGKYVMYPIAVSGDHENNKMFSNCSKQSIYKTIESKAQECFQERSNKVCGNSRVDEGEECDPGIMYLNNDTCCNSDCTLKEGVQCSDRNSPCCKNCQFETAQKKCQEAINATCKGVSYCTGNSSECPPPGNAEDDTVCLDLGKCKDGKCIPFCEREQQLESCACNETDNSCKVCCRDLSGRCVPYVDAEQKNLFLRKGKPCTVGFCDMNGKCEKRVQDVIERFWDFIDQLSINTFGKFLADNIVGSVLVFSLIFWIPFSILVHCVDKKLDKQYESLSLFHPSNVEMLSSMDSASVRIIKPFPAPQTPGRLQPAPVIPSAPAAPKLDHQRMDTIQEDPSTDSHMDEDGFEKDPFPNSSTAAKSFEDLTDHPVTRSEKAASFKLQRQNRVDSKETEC
# TDP2 inh: TDP2 (human) inhibition, absorbance primary screen | actives 0.34% (n = 370,000) | inhibition, % at 12.8 µM | recombinant TDP2, T5PNP hydrolysis, p-nitrophenol absorbance 415 nm | O95551 | AID 720702;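 active = inhibition above the mean of all tested compounds plus 3 SD, set per campaign, cut at about 25% in these data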;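 note: 0% = DMSO with enzyme and 100% = buffer with substrate but no TDP2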
# Target sequence (O95551 whole entry, looked up): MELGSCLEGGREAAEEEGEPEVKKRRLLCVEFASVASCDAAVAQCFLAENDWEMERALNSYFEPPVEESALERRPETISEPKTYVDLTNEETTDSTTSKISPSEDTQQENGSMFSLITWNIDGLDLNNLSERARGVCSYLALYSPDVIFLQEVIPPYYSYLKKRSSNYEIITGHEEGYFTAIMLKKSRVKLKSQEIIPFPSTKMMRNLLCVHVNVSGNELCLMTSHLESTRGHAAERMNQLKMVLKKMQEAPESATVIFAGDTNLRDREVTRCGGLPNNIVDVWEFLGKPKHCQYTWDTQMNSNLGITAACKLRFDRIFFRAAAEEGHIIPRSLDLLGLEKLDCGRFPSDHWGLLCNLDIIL
#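 Test system: Human TDP2 enzyme | Reagent: 5 mM T5PNP | Compound dosing: 12.8 µM single point, 1% DMSO | Incubation: Enzyme reaction with compound for 2 h at 37 °C | Technique: p-Nitrophenol epi absorbance | Read-out: % inhibition relative to enzyme-containing and enzyme-free wells | Benchmarks: High control without enzyme, low control DMSO plus TDP2 | Replicates: Singlicate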
# PLCb3 inh: inhibitors of human phospholipase C beta3 | Q01970 | Purified PLC-beta3, fluorogenic substrate, fluorescence | inhibition, % at 12.2 µM | actives 0.18% (n = 370,000); in the data active = inhibition above about 11%;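 note: 0% = median of compound wells on plate and 100% = full blocker control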
# DDE Tn6 FP inh: disrupts Tn6 cyclic peptide binding to fibrin D-Dimer-E complex | P02675 | Fibrin DD(E) TRITC-Tn6 fluorescence polarization displacement | inhibition, % at 8.3 µM | actives 0.21% (n = 370,000) | AID 720509;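 active = inhibition above a per-campaign cutoff: mean of compounds within control limits plus 3 SD, cut at about 15% in these data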;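 note: 0% = median of all compound wells on the plate and 100% = blocking peptide control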
# Tn7 DDE FP: inhibitors of Tn7 peptide binding to human fibrin DD(E) | P02675 | FP displacement of FITC-Tn7 peptide from fibrin DD(E); 0% = median of compound wells per plate | inhibition, % at 8.3 µM | actives 0.13% (n = 370,000) | AID 720508;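 active = inhibition above the mean of compounds falling within the control limits plus 3 SD of them, cut at about 14% in these data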;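 note: 0% = plate median of compound wells and 100% = 10 µM Aha-Tn7 peptide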
#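 System: human fibrin DD(E); quantity: Fibrin-DD(E) at 2 µM final; also added: fluorescent Tn7 probe at 0.1 µM; compound dosing: single nominal test concentration of 8.3 µM per compound; schedule: 10 min preincubation, 3 h with tracer, room temperature; detection: fluorescence polarization of the labelled Tn7 tracer; repeats: one replicate per compound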
# ARFGAP1 inhibitor: rat ARFGAP1 inhibition; Q62848; actives 0.26% (n = 360,000); inhibition, % at 16.5 µM; Arfgap1-stimulated ARF1 GTP hydrolysis, GDP FP detection;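 active = inhibition above a per-plate limit, mean inhibition of low control wells plus 3 SD, cut at about 25% in these data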;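 note: 0% = DMSO wells with enzyme and 100% = wells lacking Arfgap1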
#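 Assay system: Rat Arfgap1 GAP domain (His6, aa 1-136), purified enzyme | Buffer or medium: HEPES 25 mM pH 7.5, NaCl 150 mM, MgCl2, DTT | Schedule: GTP hydrolysis reaction 2 h at 25 °C | Signal: FP of antibody-bound GDP Alexa 633 tracer, ex 620/em 688 nm | Measure: Percent inhibition of Arfgap1-stimulated GTP hydrolysis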
# Active calls of the source: *; i = inactive; · = no result given.
SMILES,SIAE primary,ADAM10 inh,ASAP1 inh,PLC-gamma1 inh,ADAM17 inh,TDP2 inh,PLCb3 inh,DDE Tn6 FP inh,Tn7 DDE FP,ARFGAP1 inhibitor
O=C(CN(C(=O)c1ccccc1Cl)N1C(=O)C2C3C=CC(C3)C2C1=O)c1cccs1 (configuration not stated),1,2,7,1,3,-6,-5,7,-4,0
Cn1ccc(NC(=O)Nc2cccc(C(F)(F)F)c2)n1,3,-1,-3,0,-2,3,-1,-3,4,21
CCOC(=O)c1ccc(N2C(=O)CC(N3CCN(C(=O)c4ccco4)CC3)C2=O)cc1 (configuration not stated),-3,-13,10,-2,-4,-6,-4,-2,2,0
COc1ccc(/C(C)=N/OCC(=O)N2CC3(C)CC2CC(C)(C)C3)cc1 (configuration not stated),-3,2,-13,0,0,-1,1,2,3,3
C=C(C)c1cccc(C(C)(C)NC(=O)Nc2cc(C)ccn2)c1,6,8,-12,6,2,-4,6,-1,-9,-7
Cc1cc(C(F)F)n2nc(C(=O)Nc3sc4c(c3C(N)=O)CCC4)nc2n1,-10,1,-8,-2,-1,7,-4,-8,-4,1
CCOc1ccccc1CNC(=O)CCNC(=O)Cn1ccc2ccccc2c1=O,4,2,-6,0,-2,2,4,5,4,4
CC1CCN(C(=O)CN2C(=O)C(C)(C)Oc3ccc(C(=O)NC4CCCC4)cc32)CC1,-9,1,-2,5,0,-18,3,-4,-1,-6
CC(C)c1ccc(Nc2ccc(C(=O)O)cc2[N+](=O)[O-])cc1,13,0,-21,-1,1,5,-3,0,-1,-13
COC(=O)C1=C(C)N(Cc2ccccc2)C(=NCCc2c[nH]c3ccccc23)N[C@H]1c1cccc(F)c1,8,6,2,2,-4,-14,5,-3,-5,9
O=C(c1ccco1)N1CCN(C(=O)c2cnn3cccnc23)CC1,-2,-23,0,-36,-11,-6,-46,4,-4,-4
COc1ccc(-c2cnc3ccccc3n2)cc1NC(=O)CNC(=O)c1ccccc1,-33,-15,-10,-41,-8,5,-65,-5,5,15
O=C(Nc1ccccn1)c1ccc(COc2ccccc2Cl)o1,-2,2,3,0,-2,10,-1,-2,5,2
COC(=O)C1=C(N)Oc2cc(C)n(Cc3ccncc3)c(=O)c2C1c1cccnc1 (configuration not stated),0,3,0,1,-4,7,-1,-3,5,-3
CCc1ccc(/C=N/NC(=O)c2nnn(-c3nonc3N)c2CN2CCOCC2)cc1,10,-3,-8,2,0,-9,-6,-4,0,-2
CCCC(=O)OC12CCCN(C1)/C(=C/c1cccc(Cl)c1)C2 (configuration not stated),-1,-8,·,0,-2,-2,1,-12,0,·
COc1cccc(NC(=O)CSc2nc(C)cs2)c1,0,4,-14,6,-2,1,3,-1,-1,13
Cc1ccc(S(=O)(=O)CCC(=O)Nc2nnc(CC(C)C)s2)cc1,-3,-11,-4,-2,-3,-12,-4,3,-2,8
COC(=O)c1ccc2c(C)c(C3(O)CCCCC3)[nH]c2c1,7,i,-2,i,i,1,i,-15,1,-1
O=C(CSc1nc2ccccc2nc1N1CCOCC1)Nc1ccccc1F,-4,2,0,-4,0,9,-2,5,1,-9
CCOc1ccc(OCC(=O)NCc2n[nH]c(=O)c3ccccc23)cc1,0,-6,6,2,-7,13,-9,2,-4,13
O=C(CCN1C(=O)c2ccccc2C1=O)Nc1ccncc1,-5,-3,-6,-1,-2,0,1,0,-4,5
CCN(CC)S(=O)(=O)c1ccc(S(=O)(=O)N2CCC(N3CCCCC3)CC2)cc1,-3,0,-5,1,-1,21,-9,5,-2,0
CCOC(=O)CSc1nc2sc3c(c2c(=O)n1-c1ccc(C)cc1)CCN(C)C3,0,-111,-11,-53,-46,-12,-74,5,2,10
CCOc1ccc(S(=O)(=O)Nc2cccc(C(=O)NCCCn3ccnc3)c2)cc1,9,-5,13,-1,0,-21,-4,8,-4,10
Cc1nc2nc[nH]n2c(=O)c1CC(=O)O,0,-4,-1,3,3,1,6,-2,-6,17
COc1ccc(OC)c(C2C(C(N)=O)=C(C)Nc3nc(-c4cccc(Cl)c4)nn32)c1 (configuration not stated),3,-1,10,-4,9.3*,-11,-1,-4,-4,4
CC(C)C[C@H]1CNC(=O)C(=O)N1C[C@@H]1CCCN1C[C@H](Cc1ccc(O)cc1)N1C[C@H](Cc2ccccc2)N(CC2CCCCCC2)C(=O)C1=O,1,-89,-8,-47,-25,0,-67,0,11,-14
CCCCOc1ccc(C)cc1CN(CCO)CCO,8,-2,1,-2,-1,-8,4,-2,3,10
Cc1cc(C(=O)CN2CCCC(C)C2)c(C)n1-c1ccc(F)cc1 (configuration not stated),-1,1,-2,-6,-1,2,-6,-1,-5,-3

# Profiles, looked up by structure. Values in the order: SIAE primary | ADAM10 inh | ASAP1 inh | PLC-gamma1 inh | ADAM17 inh | TDP2 inh | PLCb3 inh | DDE Tn6 FP inh | Tn7 DDE FP | ARFGAP1 inhibitor
# COc1ccc(OC)c(C2C(C(N)=O)=C(C)Nc3nc(-c4cccc(Cl)c4)nn32)c1 (configuration not stated) as listed: 3 | -1 | 10 | -4 | 9.3* | -11 | -1 | -4 | -4 | 4
# CC(C)C[C@H]1CNC(=O)C(=O)N1C[C@@H]1CCCN1C[C@H](Cc1ccc(O)cc1)N1C[C@H](Cc2ccccc2)N(CC2CCCCCC2)C(=O)C1=O as listed: 1 | -89 | -8 | -47 | -25 | 0 | -67 | 0 | 11 | -14
# CCCCOc1ccc(C)cc1CN(CCO)CCO as listed: 8 | -2 | 1 | -2 | -1 | -8 | 4 | -2 | 3 | 10
# CCOc1ccc(OCC(=O)NCc2n[nH]c(=O)c3ccccc23)cc1 as listed: 0 | -6 | 6 | 2 | -7 | 13 | -9 | 2 | -4 | 13
# CCOc1ccc(S(=O)(=O)Nc2cccc(C(=O)NCCCn3ccnc3)c2)cc1 as listed: 9 | -5 | 13 | -1 | 0 | -21 | -4 | 8 | -4 | 10

# Next part:
SMILES,SIAE primary,ADAM10 inh,ASAP1 inh,PLC-gamma1 inh,ADAM17 inh,TDP2 inh,PLCb3 inh,DDE Tn6 FP inh,Tn7 DDE FP,ARFGAP1 inhibitor
CCN(C(=O)COC(=O)C1CCN(S(=O)(=O)c2ccc3c(c2)OCCO3)CC1)C1CCS(=O)(=O)C1 (configuration not stated),-1,5,3,-1,-2,-17,-7,1,-1,-5
CCCCN1CC[C@H]2C=CC[C@@H](C(=O)Nc3ccc(OC)cc3)[C@H]2C1=O,2,4,7,0,-1,8,1,1,-3,10
CCCC1=C(C(=O)OCC)C(c2cccnc2)n2nc(C)nc2N1 (configuration not stated),0,3,-6,-1,-5,4,-1,2,0,-9
Cc1cccc(C(=O)OCC(=O)NCc2ccc(Cl)cc2)c1,11,-9,-15,-1,-5,7,-1,-2,0,2
COc1ccc(NC(=O)c2ccc(CNS(=O)(=O)c3cccc(OC)c3)cc2)cc1,1,3,10,-2,-3,12,-3,2,-1,1
C#CCn1c(-c2cccs2)nc2ccccc21,0,-202,-4,-22,-54,-7,-35,0,4,-3
O=C(Nc1cccc(S(=O)(=O)N2CCCCC2)c1)c1ccc(N2CCCC2=O)cc1,1,-14,10,0,-3,-4,-3,-13,3,-6
O=C(c1ccc(CN2CCc3ccccc3C2)cc1)N1CCN(c2ccc(F)cc2)CC1,5,12,-3,6,6,-11,4,4,-1,-12
CCN(CC)S(=O)(=O)c1ccc(NC(=O)[C@@H](NC(=O)c2cc(OC)cc(OC)c2)C(C)C)cc1,-11,0,-4,2,0,-8,-4,-3,6,7
COc1ccc(CCC(=O)N/N=C/c2ccc3c(c2)OCO3)cc1,0,2,-5,2,-1,0,-6,-5,7,-2
O=C(CN1C(=O)c2cccc3cccc1c23)NCc1ccccn1,6,-75,7,-278,-22,-1,-330,-3,-2,2
O=C(O)Cc1c(-c2ccccc2)c2cc(Br)ccc2[nH]c1=O,3,2,-10,0,-1,-9,-7,-5,1,-9
CCOC(=O)[C@@H]1CSCCS(=O)(=O)N1C(=O)[C@H](CC(C)C)NC(=O)OC(C)(C)C,9,-10,17,1,-5,-3,-2,2,-3,-8
O=C1CC(Sc2nnnn2C2CCCCC2)C(=O)N1c1ccccc1 (configuration not stated),-1,-2,7,-2,-5,0,-3,4,5,4
CCn1ccnc1CN(C)C(=O)C1CCC(=O)N(CCc2cccc(F)c2)C1 (configuration not stated),0,-9,7,2,1,0,-10,3,-7,1
COc1ccc2cc(CCNC(=O)c3c(-c4ccccc4Cl)noc3C)c(=O)[nH]c2c1,-8,-21,-12,0,-5,-1,3,-3,2,4
O=C1CCCC2=C1C(c1cccs1)Nc1ccccc1N2 (configuration not stated),-1,4,-2,-1,0,-8,3,-5,-6,7
CC(C)(C)c1nc2scc(-c3ccc(Cl)cc3)c2c(=O)o1,-2,-10,0,-1,5,-9,-1,-12,-7,6
O=C(Nc1cccc(Cl)c1N1CCCC1)c1ccco1,-12,7,10,-1,1,5,-7,2,-5,-7
COc1ccc(NC(=O)/C=C/C(=O)O)cc1Cl,-1,7,8,-3,2,-6,-3,-8,1,0
Cc1cc(C)n(-c2cc(C)c(C)cc2Br)n1,3,-5,10,0,-5,-10,-1,-2,-5,1

# Only ASAP1 inh (four entries from above):
SMILES	ASAP1 inh
O=C1CCCC2=C1C(c1cccs1)Nc1ccccc1N2 (configuration not stated)	-2
COc1ccc2cc(CCNC(=O)c3c(-c4ccccc4Cl)noc3C)c(=O)[nH]c2c1	-12
O=C1CC(Sc2nnnn2C2CCCCC2)C(=O)N1c1ccccc1 (configuration not stated)	7
O=C(CN1C(=O)c2cccc3cccc1c23)NCc1ccccn1	7

# Entries above printed as active in ADAM17 inh:
SMILES,SIAE primary,ADAM10 inh,ASAP1 inh,PLC-gamma1 inh,ADAM17 inh,TDP2 inh,PLCb3 inh,DDE Tn6 FP inh,Tn7 DDE FP,ARFGAP1 inhibitor
COc1ccc(OC)c(C2C(C(N)=O)=C(C)Nc3nc(-c4cccc(Cl)c4)nn32)c1 (configuration not stated),3,-1,10,-4,9.3*,-11,-1,-4,-4,4

# Screening data: PubChem BioAssay, The Scripps Research Institute Molecular Screening Center
